EWS-Fli inh: inhibitors of EWS/Fli oncoprotein transcriptional activity; A673 NR0B1-luciferase reporter, viability-normalised; 350,000 tested, 0.67% active; inhibition, % at 12.6 µM; AID 651661;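 active = mean inhibition of at least 50% after viability correction, with every replicate also passing that limit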;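 note: firefly luciferase signal divided by Alamar Blue viability fluorescence both relative to DMSO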
RAD52 anneal inh: RAD52 (human) annealing inhibition | P43351 | recombinant RAD52 DNA annealing, FRET fluorescence | inhibition, % at 18.7 µM | 360,000 tested, 0.46% active;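 active = every replicate showing at least 50% inhibition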
XiGFP reactiv: reactivates the inactive X chromosome in mouse fibroblasts | 360,000 tested, 0.055% active | activation, % at 7.58 µM | AID 743238 | XiGFP mouse fibroblasts, % GFP-positive cells imaging, 3 d; cells co-treated with 5-aza-dC sensitizer; scaled so ellipticine positive control = 100%;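 active = mean normalized replicate activation at least 10% and every replicate at or above 10%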;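 note: 0% = median of on-plate neutral control wells and 100% = ellipticine 6 µM median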
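Assay system – SV40-immortalized XiGFP fibroblast cells, line 68-5-11 · Buffer or medium – DMEM supplemented with 5-aza-dC as sensitizing agent · Dosing – one concentration, pinned · Benchmarks – positive control ellipticine, 6 µM final · Times – 3 days compound exposure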
RAD54 branch: inhibitors of human RAD54 branch migration | inhibition, % at 10.4 µM | RAD54 Holliday junction branch migration, FAM/BHQ fluorescence | AID 602329 | Q92698 | 360,000 tested, 0.14% active;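 active = mean normalized replicate activity at least 40 and at least half of replicates scoring 40 or more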;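 note: 0% = median of neutral control wells and 100% = median of positive control wells; inhibitors cause a drop in the FAM fluorescence signal; in these data hits start at about 50%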
FN deposition inh: fibronectin deposition inhibition; AH1F fibroblasts, Alexa488-fibronectin deposition fluorescence, overnight; AID 743247; inhibition, % at 12.6 µM; 350,000 tested, 0.086% active;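 active = mean inhibition across replicates of 30% or more, regardless of how many single replicates reach that level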;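 note: positive control wells lacked labelled fibronectin entirely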
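Material – AH1F fibroblast monolayer, labelled fibronectin deposition · Reagent – labelled fibronectin 24 nM · Timing – 1 h adhesion, overnight exposure · Measured by – fluorescence at 485 nm excitation, 525 nm emission · Read-out – inhibition of fibronectin deposition signal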
E-sel inducer: induces E-selectin expression in human endothelial cells. 260,000 tested, 0.37% active. activation, % at 7.58 µM. AID 686992. P16581. HUVEC E-selectin immunofluorescence imaging; normalized: neutral wells 0, TNF-alpha wells 100;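 active = mean E-selectin-positive cell signal at least 10% of the positive control, reached in at least 60% of replicates, without over 20% cell loss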;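 note: in these data hits start at about 27%; measured in HUVEC primary endothelial cells; signal is the percent of cells scored E-selectin positive by PE staining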
Target sequence (P16581 whole entry, looked up): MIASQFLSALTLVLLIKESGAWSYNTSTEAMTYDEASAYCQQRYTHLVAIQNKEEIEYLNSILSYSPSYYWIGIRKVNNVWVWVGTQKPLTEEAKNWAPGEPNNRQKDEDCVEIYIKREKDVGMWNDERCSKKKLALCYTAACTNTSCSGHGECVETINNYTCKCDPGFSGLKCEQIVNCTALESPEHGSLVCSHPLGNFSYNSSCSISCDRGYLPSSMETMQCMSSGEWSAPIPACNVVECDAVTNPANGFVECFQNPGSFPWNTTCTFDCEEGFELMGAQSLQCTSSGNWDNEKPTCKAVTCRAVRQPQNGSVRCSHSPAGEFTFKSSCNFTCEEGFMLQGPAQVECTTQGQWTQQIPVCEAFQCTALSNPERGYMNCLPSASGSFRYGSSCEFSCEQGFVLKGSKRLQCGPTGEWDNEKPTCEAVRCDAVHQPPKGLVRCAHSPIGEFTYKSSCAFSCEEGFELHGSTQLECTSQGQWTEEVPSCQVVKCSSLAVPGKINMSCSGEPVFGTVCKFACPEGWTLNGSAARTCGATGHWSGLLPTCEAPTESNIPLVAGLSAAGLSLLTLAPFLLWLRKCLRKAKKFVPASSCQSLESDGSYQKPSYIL
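System: HUVEC, human umbilical vein endothelial cells; quantity: 3,000 cells/well; buffer or medium: EGM-2 medium, gelatin-coated wells; dosing: single-point compound dose; detection: immunofluorescence imaging; evaluation: % PE-positive cells; benchmarks: TNF-alpha, DMSO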
S100A4 MyoIIA: inhibitors of human S100A4 binding to myosin IIA peptide. S100A4/TAMRA-MyoIIA peptide fluorescence polarization. inhibition, % at 10.7 µM. 360,000 tested, 0.14% active. AID 652163;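 active = mean inhibition of at least 70% across replicates, with every replicate also reaching that level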
Target sequence (P26447 whole entry, looked up): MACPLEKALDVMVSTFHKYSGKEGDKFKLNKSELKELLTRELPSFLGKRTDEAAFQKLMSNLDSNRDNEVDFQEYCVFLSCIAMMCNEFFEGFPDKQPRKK
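Material: S100A4 monomer (human). Medium: Calcium-containing HEPES buffer, pH 7.2. Probe or stimulus: labelled myosin peptide probe, 5 nM. Compound dosing: one concentration per compound. Timing: polarization read 5 min after assay mix addition, stable 5–60 min. Benchmarks: DMSO as neutral control, TFP as positive control.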
esBAF inh: inhibitors of esBAF chromatin remodeling in mouse ES cells; 350,000 tested, 2% active; Bmi1-luciferase knock-in reporter, 24 h; 100% = twice the neutral-well signal; reporter increase, % at 12.5 µM; in the data active = activation above about 40%;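 note: 0% = median of the plate's neutral control wells and 100% = double that signal; a rise in the Bmi1 reporter signal indicates esBAF inhibition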
* marks the source's active call; other numbers are inactive results; . = no result given.

Values run as follows: EWS-Fli inh	RAD52 anneal inh	XiGFP reactiv	RAD54 branch	FN deposition inh	E-sel inducer	S100A4 MyoIIA	esBAF inh
- C[C@H](CO)N1C[C@H](C)[C@H](CN(C)Cc2ccc(F)cc2)Oc2cc(C#CC(C)(C)O)ccc2S1(=O)=O
  13	-42	0.2	0	6	0.3	1	4
- O=C(CCc1ccncc1)NC1CCCc2c1cnn2-c1ccc(F)cc1F (stereo unspecified)
  19	-5	0.0	9	-11	2.0	0	-20
- CCS(=O)(=O)N1[C@@H](CO)[C@H](c2ccccc2)C12CN(C(=O)C1CC1)C2
  0	9	0.0	.	-3	0.0	-4	.
- CC(C)(C)c1ccc(OCCCn2ccnc2)cc1
  21	-6	-0.1	-17	13	.	-3	0
- O=c1cc(CCl)nc2sc3ccccc3n12
  0	-21	0.0	-5	-2	0.0	15	6
- CCC(=O)Nc1ccc2c(c1)OC[C@H](C)N(Cc1cccc(F)c1)C[C@@H](C)[C@@H](OC)CN(C)C2=O
  1	2	0.1	-5	-13	-0.3	16	1
- CCOc1ccc(NS(=O)(=O)c2ccc(NC(C)=O)c(OC)c2)cc1
  .	2	.	4	2	0.0	-9	-8
- CO[C@@H]1CN(C)C(=O)c2ccc(NC(=O)c3cnccn3)cc2OC[C@@H](C)N(CCc2ccccc2)C[C@H]1C
  2	-33	0.1	3	4	0.1	-1	4
- CC(C)C[C@H](NC(=O)N1CCn2c1nc1ccccc12)C(=O)NCCc1ccccc1
  .	-14	0.2	4	8	.	-3	1
- CCC(=O)NC[C@@H]1[C@@H](c2ccc(-c3ccccc3)cc2)[C@H](CO)N1C(=O)C1CC1
  12	-85	0.1	2	.	1.5	-3	-7
- O=C(/C=C/c1ccccc1)NCc1ccco1
  -31	-18	0.0	3	8	17	6	26
- CC(=O)c1ccc(-n2c(=O)[nH]c(=O)c3c(N)c(C(=O)c4ccc(Cl)cc4)sc32)cc1
  3	-11	-0.2	7	18	-1.2	7	0
- O=C(Cc1ccccc1)N1CC[C@@H]2[C@H]1c1cc(-c3ccc(F)cc3)ccc1N[C@@H]2CO
  -5	.	0.0	-17	7	-0.4	.	-8
- Cc1cccc2nc(COc3ccc4ccccc4c3Br)cn12
  -48	-15	0.4	.	1	-0.2	0	.
- C[C@@H]1CN([C@H](C)CO)C(=O)Cc2cc(NC(=O)CCCN(C)C)ccc2O[C@@H]1CN(C)S(=O)(=O)c1ccc(F)cc1
  5	.	0.2	.	7	0.0	.	0
- Cc1ccc(C(=O)Nc2sc(C)c(C)c2C(=O)c2ccccc2)cc1
  .	.	0.4	.	-4	0.0	.	8
- COc1ccc(COC(=O)c2ccc(Cl)c(S(=O)(=O)N3CC(C)OC(C)C3)c2)cc1 (stereo unspecified)
  2	-5	0.0	7	-2	0.0	-15	-2
- Cc1ccccc1C(=O)N1c2ccccc2OCC1C(C)(C)C (stereo unspecified)
  4	-7	0.7	1	1	.	-13	-5
- COc1ccc(-c2nnc(NC(=O)c3cccs3)s2)c(OC)c1
  -29	-18	-0.1	-6	0	0.1	5	-1
- O=C(C[C@@H]1C[C@@H]2c3cc(NC(=O)c4cccnc4)ccc3O[C@@H]2[C@H](CO)O1)NCc1ccc(Oc2ccccc2)cc1
  -16	-6	0.2	4	.	6.4	4	0
- Cc1cc(Br)c(NC(=O)CCNC(=O)OCc2ccccc2)cc1C
  10	0	0.1	-5	-4	.	-2	-37
- Cc1ccc(S(=O)(=O)N(C)C[C@@H]2OCCCC[C@H](C)Oc3ccc(NC(=O)Nc4ccccc4)cc3C(=O)N([C@@H](C)CO)C[C@@H]2C)cc1
  9	-24	0.1	-2	2	.	-19	3
- COc1ccc(S(=O)(=O)N2CCN(C(=O)c3ccc([N+](=O)[O-])o3)CC2)cc1
  10	-3	0.0	5	8	.	-2	2
- COc1ccc(NC(=O)c2cc(-c3cc(F)ccc3OC)n[nH]2)c(C)c1
  -16	-20	0.1	-4	-1	0.0	-1	-2
- CCCCOC(=O)c1cccnc1
  -4	-14	.	-11	.	.	21	-8
- CC1CCCCC1NC(=O)c1ccc(CSc2nc3ccncc3[nH]2)cc1 (stereo unspecified)
  -13	-9	0.0	-2	8	-1.3	-1	-2
- COC(=O)c1cccc(CN2C(=O)SC(Nc3ccc(C)cc3)C2=O)c1 (stereo unspecified)
  6	1	0.1	.	0	.	-4	.
- Cc1c(C(=O)NCc2ccccn2)sc2nc(-c3ccccc3)cn12
  -33	-10	0.0	5	3	.	-2	26
- CCOc1ccc(-n2cnnn2)cc1S(=O)(=O)Nc1c(C)cccc1C
  1	2	.	-3	.	.	1	-2
- COC(=O)CSc1nnc(NC(=O)CCc2ccccc2)s1
  .	-6	0.2	9	2	.	-2	2

Some entries already given, reduced to RAD54 branch, S100A4 MyoIIA and XiGFP reactiv.
| canonical_smiles | RAD54 branch | S100A4 MyoIIA | XiGFP reactiv |
| --- | --- | --- | --- |
| O=C(C[C@@H]1C[C@@H]2c3cc(NC(=O)c4cccnc4)ccc3O[C@@H]2[C@H](CO)O1)NCc1ccc(Oc2ccccc2)cc1 | 4 | 4 | 0.2 |
| Cc1cc(Br)c(NC(=O)CCNC(=O)OCc2ccccc2)cc1C | -5 | -2 | 0.1 |
| Cc1ccc(S(=O)(=O)N(C)C[C@@H]2OCCCC[C@H](C)Oc3ccc(NC(=O)Nc4ccccc4)cc3C(=O)N([C@@H](C)CO)C[C@@H]2C)cc1 | -2 | -19 | 0.1 |
| COc1ccc(S(=O)(=O)N2CCN(C(=O)c3ccc([N+](=O)[O-])o3)CC2)cc1 | 5 | -2 | 0.0 |
| COc1ccc(NC(=O)c2cc(-c3cc(F)ccc3OC)n[nH]2)c(C)c1 | -4 | -1 | 0.1 |
| CCCCOC(=O)c1cccnc1 | -11 | 21 | . |

Other results follow:
Values run as follows: EWS-Fli inh	RAD52 anneal inh	XiGFP reactiv	RAD54 branch	FN deposition inh	E-sel inducer	S100A4 MyoIIA	esBAF inh
- COCC#Cc1ccc([C@H]2[C@@H](CO)N3C(=O)CN(C(=O)c4ccncc4)C[C@@H]23)cc1
  2	-4	0.1	.	-11	0.2	0	.
- OCCN1CCN(C2CCC(c3ccc(F)cc3)c3ccc(F)cc32)CC1 (stereo unspecified)
  32	34	0.0	2	-7	.	-2	.
- COc1ccc(C2=NN(C(=O)CCCC(=O)O)C(c3cn(-c4ccccc4)nc3-c3ccccc3)C2)cc1 (stereo unspecified)
  -11	10	-0.1	-1	2	.	-2	.
- CN(C[C@H]1N[C@@H](CO)[C@H]1c1ccc(-c2cccc(F)c2)cc1)C(=O)C1CCC1
  2	-12	0.2	-2	-6	0.0	-3	-3
- O=C(O)c1cc(NC(=O)c2ccco2)cc(NC(=O)c2ccco2)c1
  -2	4	0.0	-2	1	0.1	-5	3
- O=C1CCCC/C=C\C[C@H](CC(=O)N(CCO)Cc2ccccc2)C(=O)N2CCC[C@@H]2CO1
  -3	-16	0.5	3	-2	0.0	-5	-1
- COc1ccc(NC(=O)N2CCCC2C(=O)NCc2ccc(C)cc2)cc1 (stereo unspecified)
  -4	0	-0.9	.	.	.	-7	.
- C[C@@H]1CN([C@H](C)CO)C(=O)Cc2cc(NS(C)(=O)=O)ccc2O[C@H]1CN(C)C(=O)Nc1ccccc1
  -12	7	-0.5	-21	-1	-5.1	3	0
- C[C@H]1CN([C@@H](C)CO)C(=O)Cc2cc(NC(=O)NC3CCCCC3)ccc2O[C@H]1CN(C)C(=O)Nc1cccc2ccccc12
  15	2	.	-2	.	.	8	3
- Cc1ccc2[nH]c3c(=O)[nH]ncc3c2c1
  -11	-10	0.0	-8	-3	-0.4	-8	5
- Cc1ccc([C@H]2C(C(=O)O)=C[C@@H](CC3CCCC3)N2S(=O)(=O)c2ccc(C)cc2)cc1
  -3	-17	0.0	7	-7	-0.1	20	-1
- O=C(COc1ccc(S(=O)(=O)N2CCOCC2)cc1Cl)NCCCn1ccnc1
  9	16	0.0	1	5	.	14	-5
- CN1CCCN(S(=O)(=O)c2cccc(C#N)c2)CC1
  -9	-1	0.4	-3	.	.	-2	-1
- CC(C)NC(=O)Nc1ccc2c(c1)C(=O)N(C)[C@@H]1CC[C@@H](CC(=O)Nc3ccccc3)O[C@@H]1CO2
  -3	-9	0.1	-3	-22	-0.1	2	-1
- O=C(CSc1ccc(-c2ccco2)nn1)c1cccc([N+](=O)[O-])c1
  .	-13	0.4	11	4	-0.1	-3	.
- Cc1cc(C)n2c(Nc3c(C)cccc3C)c(CC(C)C)nc2n1
  6	-3	-0.1	.	9	0.0	-22	.
- CN=C1c2cc3c(Br)c(OC)ccc3n2CCN1C
  12	36	.	34	.	.	2	-15
- OC(c1ccc(Cl)cc1)c1ncc(-c2cccc(C(F)(F)F)c2)[nH]1 (stereo unspecified)
  4	-22	0.0	-1	1	0.1	-2	17
- CC(Oc1ccc(Cl)cc1Cl)C(=O)NCCCCc1ccccc1 (stereo unspecified)
  .	.	0.0	-6	4	-1.1	.	-7
- Cc1onc(-c2c(F)cccc2Cl)c1C(=O)N1CCN(c2ncccn2)CC1
  6	-5	-0.1	5	-4	.	-6	0
- O=C(Nc1ccccc1F)N[C@@H]1CC[C@@H](CC(=O)N2CCCCC2)O[C@@H]1CO
  1	-7	0.9	8	11	-0.8	-1	-5
- Cc1onc(-c2ccccc2)c1C(=O)N/N=C/c1ccc(Br)cc1
  5	-3	0.0	-1	.	-1.0	-1	.
- O=C(CCCl)N(Cc1nc2ccccc2c(=O)[nH]1)Cc1cccs1
  9	-16	0.1	.	-9	1.6	-3	.

Arranged by heavy-atom count (ascending): part of the list above.
Values run as follows: EWS-Fli inh	RAD52 anneal inh	XiGFP reactiv	RAD54 branch	FN deposition inh	E-sel inducer	S100A4 MyoIIA	esBAF inh
- CC(Oc1ccc(Cl)cc1Cl)C(=O)NCCCCc1ccccc1 (stereo unspecified)
  .	.	0.0	-6	4	-1.1	.	-7
- OCCN1CCN(C2CCC(c3ccc(F)cc3)c3ccc(F)cc32)CC1 (stereo unspecified)
  32	34	0.0	2	-7	.	-2	.
- C[C@@H]1CN([C@H](C)CO)C(=O)Cc2cc(NS(C)(=O)=O)ccc2O[C@H]1CN(C)C(=O)Nc1ccccc1
  -12	7	-0.5	-21	-1	-5.1	3	0
